aDG glyco up = activators of alpha-DG glycosylation, primary screen, uHTS, Pro5-aDG cells, AlphaScreen | alpha-DG glycosylation AlphaScreen (IIH6); 0% Pro5, 100% B10-LARGE cell signal | activation, % at 10 µM | 360,000 tested, 0.22% active | AID 624168, 2012;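 active means activation of at least 8% versus controls, or a plate z-score of at least 8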;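 further: Pro5 are CHO cells carrying HIG-tagged alpha-DG that lacks glycosylation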
MC4R antagonist = MC4R antagonists of cAMP signaling, primary screen, cell-based, TR-FRET, antagonist arm of biased-ligand search; Melanocortin receptor 4 (Homo sapiens), P32245; inhibition, % at 6.5 µM; 360,000 tested, 0.48% active; AID 540295, 2011; MC4R-expressing cells, MTII-stimulated cAMP, LANCE TR-FRET;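 active means inhibition above its plate's cutoff, the mean of tested wells on that plate plus 3 SD, cut at about 29% in these data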;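 further: 0% = Melanotan II alone and 100% = Melanotan II plus saturating MCL0020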
Target sequence (P32245 whole entry, looked up): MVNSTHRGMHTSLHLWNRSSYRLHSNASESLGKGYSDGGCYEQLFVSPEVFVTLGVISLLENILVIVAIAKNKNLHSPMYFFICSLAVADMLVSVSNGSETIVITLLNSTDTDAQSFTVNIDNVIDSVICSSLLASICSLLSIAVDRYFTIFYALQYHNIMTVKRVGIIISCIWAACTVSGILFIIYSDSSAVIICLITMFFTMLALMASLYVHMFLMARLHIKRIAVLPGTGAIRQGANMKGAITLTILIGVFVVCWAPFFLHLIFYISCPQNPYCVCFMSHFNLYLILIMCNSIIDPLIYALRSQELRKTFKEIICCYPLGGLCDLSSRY
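system = U2OS cells with stable human MC4R expression | also added = Melanotan II challenge after compound preincubation | dosing = one concentration, 6.5 µM nominal | incubation = compound 30 min, challenge 1 h, detection 1 h | measured by = TR-FRET with Eu-cAMP and labeled anti-cAMP, 671 nm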
Vif imaging = HIV Vif self-association inhibitors, primary screen, imaging, HEK293T, single point; HEK293T cells, Vif self-association by quenched fluorescence, 24 h; inhibition, % at 7.49 µM; 340,000 tested, 0.35% active; in the data active means inhibition above about 50%, passing the limit was not always enough; inconclusive means no clear call, values can overlap the other calls; inactive means below about 31%; further: some results filed as inactive read as strong as hits
Granule exo inh = LAMP-1 surface exposure blockers, TALL-104 cells – cell-based, flow cytometry, MLPCN library, primary screen; TALL-104 LAMP-1 surface exposure; cells stimulated with thapsigargin and PMA; inhibition, % at 10 µM; 360,000 tested, 0.66% active; AID 651702, 2012;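 active means inhibition above about 55%, limit read from the data; inconclusive means no clear call, values can overlap the other calls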
N-glyco inh = increase of ERlucT glycosylation luciferase signal, primary screen, N-linked glycosylation inhibitor project, D54 ERlucT cells, luminescence, set 2; reporter increase, % at 12.5 µM; D54 ERlucT glycosylation luciferase reporter, 24 h; percent of 100 nM tunicamycin response; 360,000 tested, 0.23% active;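 active means mean luciferase reporter signal, scaled so untreated is 0 and the glycosylation-blocking control 100, at or above a set limit in every replicate; inconclusive means mean reaches the limit but not every replicate does; inactive means mean below the limit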;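 further: luciferase carries N-glycosylation sites so blocking glycosylation raises the light; 0% = median of neutral control wells and 100% = median of 100 nM tunicamycin wells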
NOD2 RIPK2 PPI = NOD2-RIPK2 binding disruptors in cells, primary screen, fluorescence, CHO cells, BLA complementation; AID 624267, 2012; 360,000 tested, 0.38% active; inhibition, % at 4.98 µM; Receptor-interacting serine/threonine-protein kinase 2 (Homo sapiens), O43353; CCF4 ratio; in the data active means inhibition above about 21%;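 further: 0% = vehicle only and 100% = reference blocker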
Target sequence (O43353 whole entry, looked up): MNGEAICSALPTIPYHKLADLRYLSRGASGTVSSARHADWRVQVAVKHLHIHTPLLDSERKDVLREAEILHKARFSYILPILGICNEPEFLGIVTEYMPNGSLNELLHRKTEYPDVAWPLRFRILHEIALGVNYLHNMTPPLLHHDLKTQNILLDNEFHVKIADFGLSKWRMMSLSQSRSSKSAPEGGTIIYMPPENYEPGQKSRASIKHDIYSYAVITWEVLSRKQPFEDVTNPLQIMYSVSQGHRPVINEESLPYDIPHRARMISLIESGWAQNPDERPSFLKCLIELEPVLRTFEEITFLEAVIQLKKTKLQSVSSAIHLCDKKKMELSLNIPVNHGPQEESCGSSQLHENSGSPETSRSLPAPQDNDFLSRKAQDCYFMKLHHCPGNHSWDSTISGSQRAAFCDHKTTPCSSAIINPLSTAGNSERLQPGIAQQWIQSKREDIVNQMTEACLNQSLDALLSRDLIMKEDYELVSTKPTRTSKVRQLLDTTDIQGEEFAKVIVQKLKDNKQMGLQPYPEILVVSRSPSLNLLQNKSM
MC4R ag barr = MC4R agonists recruiting beta-arrestin, primary screen, cell-based, luminescence, agonist arm of biased-ligand search | activation, % at 8.9 µM | 360,000 tested, 0.98% active | U2OS MC4R beta-arrestin complementation; percent of melanotan II response, DMSO zero | Melanocortin receptor 4 (Homo sapiens), P32245;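 active means activation above a per-plate cutoff, the mean activation of sample wells on that plate plus 3 SD, cut at about 8% in these data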
TLR9-MyD88 block = inhibitors of TLR9-MyD88 association in cells, primary screen, cell-based, CHO, BLA complementation, fluorescence; Toll-like receptor 9 (Homo sapiens) + Myeloid differentiation primary response protein …; CCF4 FRET ratio; inhibition, % at 4.98 µM; 340,000 tested, 0.21% active; AID 504734, 2011;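 active means inhibition above the mean over all tested compounds plus 3 SD, cut at about 21% in these data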;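 further: 0% = DMSO only wells and 100% = clavulanate BLA inhibitor control wells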
ABCB6 inh 2 = ABCB6 transporter inhibitors, primary screen, K562-ABCB6 cells, flow cytometry, MLPCN library | ATP-binding cassette sub-family B member 6 (Homo sapiens), Q9NP58 | K562-ABCB6 porphyrin accumulation, 1 h; stronger effect = lower value | fluorescence ratio to DMSO, % at 10 µM | 360,000 tested, 0.19% active | AID 602162, 2011;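 active means fluorescence ratio to DMSO below 75%, the collection mean minus 3 SD; inconclusive means too few cells collected in the well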;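 further: signal is porphyrin accumulated inside mitochondria; 100% equals median channel fluorescence of DMSO control wells; lower ratio means ABCB6 inhibition with less porphyrin fluorescence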
ABHD5 PLIN5 PPI = ABHD5-PLIN5 interaction inhibitors, primary screen, cell lysate, split luciferase complementation, luminescence | inhibition, % at 4 µM | 360,000 tested, 0.78% active | Split G. princeps luciferase complementation, 4 h | Perilipin-5 (Homo sapiens) + 1-acylglycerol-3-phosphate O-acyltransferase ABHD5 (Homo … | AID 602281, 2012;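 active means inhibition above the mean inhibition across every tested compound plus 3 SD, cut at about 22% in these data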;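 further: 0% = DMSO only wells and the 100% control is not disclosed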
Numbers without * were called inactive; ? = inconclusive; . = not tested or not shown. Some of the compounds tested; rates above refer to the full screens.

SMILES | aDG glyco up | MC4R antagonist | Vif imaging | Granule exo inh | N-glyco inh | NOD2 RIPK2 PPI | MC4R ag barr | TLR9-MyD88 block | ABCB6 inh 2 | ABHD5 PLIN5 PPI
CCOc1ccc(C(=O)NC(=S)Nc2ccc(NC(=O)c3ccco3)cc2)cc1[N+](=O)[O-] | -0.2 | 3 | 2 | -8 | -4 | 5 | -1.4 | 0 | 97 | 1
O=C(N[C@@H](Cc1ccccc1)C(=O)OCc1ccccc1)c1ccco1 | 0.0 | 9 | -1 | 1 | -1 | -2 | -2.4 | -1 | 94 | 5
CCCc1cc(=O)n2nc(N3CCC(C(=O)NCc4ccco4)CC3)sc2n1 | -0.3 | 15 | 0 | 1 | 0 | 14 | 1.2 | -13 | 111 | -2
O=C(/C=C/c1ccc(F)cc1)NC(=S)NNC(=O)[C@H]1C[C@@H]1c1ccccc1 | 1.1 | 3 | 13 | 1 | 3 | -14 | -9.3 | 1 | 105 | -5
Cc1ccc(/C(O)=C2/C(=O)C(=O)N(Cc3cccnc3)C2c2ccccn2)cc1 (stereo not given) | -0.1 | -5 | 5 | -2 | 0 | -15 | 0.8 | -3 | 102 | -1
COc1ccc(-c2nn(-c3ccccc3)cc2C(=O)N2CCOCC2)cc1 | 2.4 | 15 | -3 | -3 | -2 | -1 | -1.3 | 2 | 101 | 7
COC(=O)c1sccc1NC(=O)c1c(C)c(-c2cccc(Cl)c2)nc2ccccc12 | -0.1 | 0 | 3 | 0 | -4 | 3 | 2.2 | -15 | 98 | -5
CCOC(=O)c1c[nH]c2ccc3ccccc3c2c1=O | 0.0 | 2 | -7 | 2 | 3 | -16 | 0.1 | 6 | 96 | 1
COc1ccc(-n2cnc3cc(NCc4cccs4)ccc32)cc1 | -0.2 | -8 | -4 | -4 | 2 | -5 | -0.3 | -7 | 97 | 12
CSc1ccccc1OCc1cc(C(=O)NCCC2=CCCCC2)no1 | 0.1 | 5 | -3 | 1 | 1 | -13 | -2.1 | -8 | 100 | -8
CC(=O)Oc1cc2cccc(OC(C)=O)c(=O)c2c(OC(C)=O)c1OC(C)=O | 1.2 | -9 | 1 | 1 | 6 | -2 | -1.7 | 0 | 106 | 1
CC(=O)Nc1ccc(C#Cc2ccc(NC(C)=O)cc2)cc1 | 0.1 | 3 | 18 | -3 | -9 | -7 | -1.2 | 2 | 101 | -3
CN(C)CCNC(=O)C(=O)NCC1OCCN1S(=O)(=O)c1ccc([N+](=O)[O-])cc1 (stereo not given) | 0.4 | -5 | 2 | -2 | 9 | 3 | -0.7 | 3 | 102 | -6
CCOc1ncccc1C(=O)OCC(=O)Nc1ccc(C)c(S(=O)(=O)N2CCOCC2)c1 | 0.7 | 8 | -7 | -1 | 0 | 0 | 1.1 | -7 | 102 | -1
Cc1ccc2[nH]c(=O)c(CN(CCCN(C)C)C(=O)Nc3cccc(Cl)c3)cc2c1 | -0.1 | -2 | -3 | 7 | -5 | 18 | -0.6 | -4 | 107 | 13
COc1ccc(C(=O)COc2ccccc2N2C(=O)C3C4C=CC(C4)C3C2=O)cc1 (stereo not given) | 0.2 | 4 | 3 | 2 | -3 | -7 | -0.8 | -4 | 100 | -3
COC(=O)c1ccc(NC(=O)CN2CCOCC2)cc1 | 0.0 | 6 | 0 | 3 | 3 | 5 | -0.7 | 0 | 97 | 3
CCOC(=O)c1ccc(NC(=O)NC2CC3CCC(C2)N3Cc2nnnn2C(C)(C)C)cc1 (stereo not given) | -0.3 | 1 | -3 | -1 | -1 | 8 | 1.4 | 1 | 105 | 3
CCCCC[C@H](O)/C=C/[C@@H]1[C@@H](CCCCCCC(=O)O)[C@@H](O)C[C@H]1O | -0.1 | -9 | -3 | -7 | 19 | -9 | -0.3 | -6 | 103 | 14
CCNc1ccc(Br)cc(C(=O)/C=C/c2ccc(Cl)cc2)c1=O | -0.2 | -1 | 6 | 34 | ? | 2 | -4.0 | 3 | 122 | 27*

The final two records of the part above come first, to join the parts.
SMILES | aDG glyco up | MC4R antagonist | Vif imaging | Granule exo inh | N-glyco inh | NOD2 RIPK2 PPI | MC4R ag barr | TLR9-MyD88 block | ABCB6 inh 2 | ABHD5 PLIN5 PPI
CCCCC[C@H](O)/C=C/[C@@H]1[C@@H](CCCCCCC(=O)O)[C@@H](O)C[C@H]1O | -0.1 | -9 | -3 | -7 | 19 | -9 | -0.3 | -6 | 103 | 14
CCNc1ccc(Br)cc(C(=O)/C=C/c2ccc(Cl)cc2)c1=O | -0.2 | -1 | 6 | 34 | ? | 2 | -4.0 | 3 | 122 | 27*
Cc1cc(C)c(S(=O)(=O)N2CCCCC2C(=O)O)c(C)c1 (stereo not given) | 0.2 | 4 | 2 | 2 | 1 | 0 | -0.7 | 3 | 100 | -6
COc1ccc(C(=O)C[n+]2ccccc2/C=N/O)cc1 | -0.2 | 11 | -1 | 2 | 2 | 8 | -1.4 | 9 | 99 | 3
O=C(Nc1ccccc1)Nc1ccccc1C(=O)NCC1CC1 | -0.1 | -3 | 14 | 6 | 1 | -13 | 4.7 | 4 | 102 | 5
BrC(/C=N/Nc1nc(N2CCOCC2)nc(N2CCOCC2)n1)=C/c1ccccc1 | -0.5 | 10 | . | 7 | 2 | 7 | 0.5 | 3 | 98 | 6
O=C(CCc1c[nH]c2ccccc12)OCc1ccc(Br)cc1 | -0.2 | 5 | -7 | -23 | 1 | -4 | -0.8 | 12 | 95 | -7
CN(C)S(=O)(=O)c1ccc(Cl)c(NC(=O)COC(=O)CNS(=O)(=O)c2c(F)cccc2F)c1 | 0.0 | 16 | -4 | 0 | 1 | -2 | -1.2 | 2 | 98 | 1
Cc1cc(=O)oc2cc(OC(C)C(=O)NCC3CCCO3)ccc12 (stereo not given) | -0.1 | 4 | 2 | -3 | 2 | 0 | 0.6 | 18 | 83 | 4
COc1ccc(NS(=O)(=O)c2cccc(C(=O)N/N=C/c3cn(-c4ccccc4)nc3-c3ccccc3)c2)cc1 | -0.1 | 13 | -3 | 0 | 3 | -7 | 0.9 | -11 | 96 | -1
O=C(NCc1ccccc1)C(=O)NCC1OCCN1S(=O)(=O)c1cccs1 (stereo not given) | -0.1 | 7 | 1 | 2 | 0 | 1 | -0.7 | -6 | 99 | 7
OC(CNCc1ccccc1)COc1ccccc1 (stereo not given) | -0.2 | 16 | 21 | 1 | 1 | -1 | 2.3 | -6 | 98 | -1
O=C(c1ccc(S(=O)(=O)NCC2CCCO2)cc1)N1CCN(c2ccccc2)CC1 (stereo not given) | 0.3 | -5 | 2 | -1 | 0 | -4 | -2.2 | 6 | 104 | -1
Cc1c(Br)c([N+](=O)[O-])nn1CC(=O)NCc1cccs1 | -0.1 | -4 | ? | 0 | -1 | -9 | -0.9 | -3 | 92 | -3
COc1ccc(C2CC(=O)C(C=NCC(C)C)=C(O)C2)cc1 (stereo not given) | 0.0 | 7 | 1 | -3 | -2 | -9 | -1.4 | 7 | 100 | 5
CCc1nc2c(OCCOc3ccccc3)cccn2c1N(C)C(=O)c1ccc(C)cc1 | 0.3 | 5 | 35 | -12 | -1 | 14 | -0.7 | . | 81 | 0
CCOc1ccc(-c2nnc3ccc(SCC(=O)Nc4nc5ccccc5s4)nn23)cc1 | 0.3 | 25 | -7 | -1 | -1 | -2 | 2.6 | -4 | 100 | -1
COc1ccc(C(=O)Nc2ccc(N3CCCCC3)cc2)cc1Br | 0.0 | -2 | 3 | -3 | 4 | 10 | 13* | -17 | 93 | -4
CC(C)(C)c1ccc(C(=O)NC(=S)N2CCCCCC2)cc1 | 0.4 | 11 | . | 1 | 10 | -21 | -0.9 | -5 | 95 | -5
N#C/C(=C\c1ccc(N2CCCC2)c([N+](=O)[O-])c1)c1nc2ccccc2[nH]1 | 0.0 | 3 | 13 | 3 | -5 | 8 | -2.4 | 11 | 95 | -3
COc1cc(OC)cc(C(=O)N[C@H](C(=O)Nc2nc3ccccc3[nH]2)C(C)C)c1 | 0.0 | -19 | 116* | 54 | 13 | 12 | 3.0 | 2 | 111 | 16
COc1ccc(C)cc1NC(=O)c1cccc(-c2ccc(OC(C)=O)cc2)c1 | -0.2 | 10 | -2 | 43 | 3 | 3 | 1.6 | -7 | 93 | 5
Cn1cnnc1SCC(=O)N1CCc2ccccc2C1 | -0.1 | 11 | . | -5 | 1 | -19 | -1.4 | 1 | 99 | -1
Clc1ccccc1-c1nc(-c2cccnc2)no1 | 0.0 | 1 | . | 2 | -7 | -16 | 0.3 | -5 | 93 | -5
CC(=O)c1ccc(N/N=C2/CCCNC2=O)cc1 | 0.0 | -1 | 24 | -8 | 1 | -3 | 0.7 | . | 99 | 4
Clc1ccc(SCc2cc(-c3ccc(Cl)cc3)on2)cc1 | 0.0 | 1 | 6 | 0 | 0 | 0 | 0.3 | 18 | 87 | -4
COc1ccc(/C=N/NC(=O)c2nc(Cl)c(Cl)c(N)c2Cl)cc1COc1ccccc1F | 0.0 | -6 | -15 | -4 | 4 | -3 | 7.7 | -3 | 93 | 4
CCOc1ccccc1N1CCN(C(=O)c2c(C)noc2C)CC1 | -0.1 | 4 | -2 | 1 | 1 | 1 | 1.6 | -4 | 100 | -7
Cc1nc(SCC(=O)c2c[nH]c3ccccc23)n[nH]1 | -0.1 | -7 | 1 | 0 | 1 | -8 | -1.0 | 1 | 95 | 0
COc1ccc(-c2ccc(C(C)=O)cc2)cc1[C@H]1[C@H]2C=CC[C@@H](C)[C@@H]2C(=O)N1Cc1ccccc1 | 0.3 | 0 | 2 | -8 | -8 | 1 | -0.5 | -1 | 96 | -5
CCOC(=O)C1(C)CCCN(C(=O)c2ccc(OC)cc2)C1 (stereo not given) | 0.0 | 7 | -3 | 0 | 5 | -5 | -1.3 | . | 114 | 2
Cc1ccc(S(=O)(=O)NC(=O)Nc2cccc([N+](=O)[O-])c2)cc1 | 0.0 | -1 | -1 | 2 | 1 | -5 | -1.9 | 0 | 106 | 6
O=C(NC(=S)N1CCN(c2ccccn2)CC1)c1ccco1 | -0.1 | -6 | 15 | 8 | -1 | 3 | -3.8 | -5 | 102 | -3
CCC(CCC(=O)Nc1ccc(S(N)(=O)=O)cc1)C(=O)O (stereo not given) | -0.2 | 9 | . | -3 | 3 | 0 | 0.8 | 0 | 104 | 3
Cc1ccc(C2=NN(C(=O)CNCCO)C(c3cccs3)C2)cc1 (stereo not given) | -0.3 | -1 | -5 | -3 | 2 | 4 | 6.0 | -1 | 102 | 2
